Screens as filed in PubChem.
MEP2 TOR yeast: modulators of MEP2-GFP levels in yeast, primary screen, S. cerevisiae, multiplex flow cytometry, MLPCN library. S. cerevisiae MEP2-GFP strain, 3 h; 100% = DMSO control level. GFP response vs DMSO, % at 10 µM. 0.51% of 330,000 active;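 active means GFP response versus DMSO above a set limit, roughly screen mean plus 3 SD, cut at about 180% in these data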;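 further: median GFP fluorescence of the barcode-gated MEP2-GFP cells per well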
AHR activator: AHR activators, primary screen, cell-based, luminescence, luciferase reporter, human; activation, % at 5 µM; 2.5% of 320,000 active; AHR-responsive luciferase reporter cells; Aryl hydrocarbon receptor (Homo sapiens), P35869; in the data active means activation above about 47%;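 further: 0% = vehicle wells and 100% = reference agonist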
Target sequence (P35869 whole entry, looked up): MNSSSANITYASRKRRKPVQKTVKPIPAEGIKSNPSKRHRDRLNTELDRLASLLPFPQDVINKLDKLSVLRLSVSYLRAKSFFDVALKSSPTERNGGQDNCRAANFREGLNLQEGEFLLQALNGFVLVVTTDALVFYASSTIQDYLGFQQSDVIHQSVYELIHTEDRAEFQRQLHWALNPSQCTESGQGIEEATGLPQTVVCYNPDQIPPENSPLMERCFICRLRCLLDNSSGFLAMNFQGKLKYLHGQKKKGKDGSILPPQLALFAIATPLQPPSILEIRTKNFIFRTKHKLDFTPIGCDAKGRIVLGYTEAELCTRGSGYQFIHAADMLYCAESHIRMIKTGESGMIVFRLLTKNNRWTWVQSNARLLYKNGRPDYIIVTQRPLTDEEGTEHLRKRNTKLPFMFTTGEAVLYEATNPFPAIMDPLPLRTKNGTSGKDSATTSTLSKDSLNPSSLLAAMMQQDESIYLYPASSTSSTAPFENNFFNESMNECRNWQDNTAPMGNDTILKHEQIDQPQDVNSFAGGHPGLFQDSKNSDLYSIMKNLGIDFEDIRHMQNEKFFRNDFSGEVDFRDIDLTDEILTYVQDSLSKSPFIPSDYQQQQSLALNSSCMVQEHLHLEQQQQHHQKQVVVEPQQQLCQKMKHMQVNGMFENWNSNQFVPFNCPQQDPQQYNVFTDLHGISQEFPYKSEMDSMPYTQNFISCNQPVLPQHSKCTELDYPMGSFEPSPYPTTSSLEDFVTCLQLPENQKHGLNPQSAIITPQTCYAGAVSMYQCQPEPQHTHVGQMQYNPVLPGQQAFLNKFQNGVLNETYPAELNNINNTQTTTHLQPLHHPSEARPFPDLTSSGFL
CR mimetic SO: reduction of superoxide in aged yeast, primary screen, HTS; S. cerevisiae aged cells, superoxide DHE fluorescence; active compounds read low; superoxide response (% of plate mean), % at 10 µM; 0.18% of 330,000 active; AID 2690, 2010;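 active means superoxide response under a set limit, about three screen SD below normal, cut at about 65% in these data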;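 further: yeast aged for seven days with compound at 30 °C before DHE staining; 100% = average MFI of all compound-treated wells on the plate with controls excluded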
Efflux pump mplx: inhibitors of Candida efflux pumps in yeast, primary screen, S. cerevisiae, Nile Red, multiplex. S. cerevisiae Candida pump triplex. 0.44% of 330,000 active. AID 485275, 2010. inhibition, % at 10 µM;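 active means plate passing quality check with inhibition over a set limit, or well fluorescence over plate mean plus 4 SD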;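 further: Nile Red retained in pooled yeast measured as flow cytometry median fluorescence; 0% = buffer negative control and 100% = Enniatin B positive control; higher means more Nile Red kept so more efflux inhibition; some compounds called inactive have numbers as strong as hits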
LAP4 TOR yeast: modulators of LAP4-GFP expression in yeast, primary screen, S. cerevisiae, multiplex flow cytometry, MLPCN library; 3 h; median GFP as percent of DMSO wells; GFP response vs DMSO, % at 10 µM; 0.34% of 320,000 active; AID 2023, 2009;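 active means GFP response vs DMSO above a set limit, about the screen mean plus 3 SD, cut at about 150% in these data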
CIT2 TOR yeast: modulators of CIT2-GFP expression in yeast, primary screen, S. cerevisiae, GFP fusion, multiplex flow cytometry, MLPCN library. S. cerevisiae CIT2-GFP strain, 3 h; 100 means same as DMSO wells. GFP response vs DMSO, % at 10 µM. 0.065% of 320,000 active;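 active means GFP response relative to DMSO above a set limit, near the screen mean plus 3 SD, cut at about 150% in these data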;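 further: ratio of well median GFP fluorescence to mean of DMSO wells on the plate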
AGP1-GFP MLPCN: modulators of AGP1-GFP expression in yeast TOR pathway, primary screen, cell-based, multiplex flow cytometry, S. cerevisiae, MLPCN library; 3 h; GFP as percent of DMSO wells; GFP response vs DMSO, % at 10 µM; 0.02% of 320,000 active; AID 2066, 2009;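 active means GFP response relative to DMSO above a set limit, near screen average plus 3 SD, cut at about 150% in these data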;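 further: median GFP channel fluorescence of the gated AGP1 strain per well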
RPL19A TOR yeast: RPL19A-GFP expression modulators in yeast, primary screen, cell-based, S. cerevisiae, multiplex flow cytometry, MLPCN; percent response vs DMSO, % at 10 µM; 0.3% of 330,000 active; AID 2025, 2009; S. cerevisiae RPL19A-GFP strain, 3 h; active compounds read low;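 active means percent response vs DMSO below 50%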;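 further: median channel GFP fluorescence of the barcoded RPL19A-GFP strain; ratio of sample median GFP to plate DMSO average so 100% = DMSO; lower means less RPL19A-GFP as with rapamycin TOR inhibition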
An asterisk follows results filed as active; . = not tested or not shown.

SMILES	MEP2 TOR yeast	AHR activator	CR mimetic SO	Efflux pump mplx	LAP4 TOR yeast	CIT2 TOR yeast	AGP1-GFP MLPCN	RPL19A TOR yeast
COc1cccc(/C=N/n2c(COc3ccccc3)n[nH]c2=S)c1OC	109.0	4.0	114.0	0.5	92.9	97.5	93.3	104.7
CC(=O)Oc1cccc(C2C3=C(CC(C)(C)CC3=O)Nc3ccccc3N2C(C)=O)c1 (configuration not stated)	112.0	-0.2	107.2	0.4	89.5	105.6	96.1	103.6
CN(c1ccccc1)C1CCCCC1NS(=O)(=O)c1ccc(Cl)cc1 (configuration not stated)	85.2	4.1	113.9	0.0	104.5	80.2	86.6	98.5
CCCNC(=O)C(Cc1ccccc1)NS(=O)(=O)c1ccc2c(c1)c(=O)n(C)c(=O)n2C (configuration not stated)	100.6	0.4	98.4	-0.2	101.1	103.2	101.6	101.5
COCCNC(=O)C1CC(c2cccc([N+](=O)[O-])c2)=NO1 (configuration not stated)	93.7	-3.9	104.0	0.0	106.4	88.8	94.4	102.6
Cn1cnc2c1c(=O)n(Cc1ccc(F)cc1Cl)c(=O)n2C	94.1	-0.4	110.5	0.2	93.5	87.3	95.2	91.9
OCCNCc1ccc(OCc2ccc(Cl)cc2Cl)cc1	103.4	12.2	98.2	0.0	116.7	94.8	106.2	93.3
CCCCN(CCCC)Cc1ccc(C(=O)NNC(=O)Nc2ccccc2)o1	93.0	1.6	103.6	-0.1	99.5	96.6	103.1	100.0
Cc1nc(CN2CCOCC2)cc(=O)[nH]1	101.1	-0.4	97.6	-0.1	102.4	95.3	100.6	99.1
CC(Sc1nc(N2CCOCC2)nc(N2CCOCC2)n1)C(=O)Nc1ccccc1 (configuration not stated)	98.7	-0.2	97.3	-0.1	105.3	96.4	99.3	96.9
CN(C)CC(C)(C)CNS(=O)(=O)c1ccc(Cl)cc1	93.5	-0.5	89.9	0.1	99.3	98.8	102.5	95.8
CC(=O)c1ccc(NC(=O)CN2C(=O)NC3(CCc4ccccc43)C2=O)cc1 (configuration not stated)	99.0	2.0	95.5	-0.4	101.1	99.3	100.9	97.3
N#Cc1ccc(NC(=O)c2cc(-c3cccs3)on2)cc1	97.5	-0.8	113.8	0.0	87.1	94.7	75.1	91.2
CNC(=O)c1[nH]cnc1C(=O)N[C@@H](CC(C)C)C(=O)OC(C)(C)C	91.7	-1.8	96.3	0.0	120.0	105.8	88.2	101.8
COc1ccc(Cn2c(=S)[nH]c3cc(C(=O)N4CCCCC4)ccc3c2=O)cc1	102.7	3.7	105.8	-0.1	89.2	92.0	88.5	93.1
CCOc1ccc(NC(=O)c2ccc(OC)cc2)cc1	103.4	-1.0	87.6	-0.1	98.6	106.3	101.6	102.8
O=C(COC(=O)Cc1c[nH]c2ccccc12)NCCc1ccccc1	87.1	8.3	82.0	-0.1	104.9	89.3	105.8	93.5
Cc1nn(-c2ccccc2)c(Cl)c1CN(C(=O)CCl)c1cccc2ccccc12	99.8	-2.6	93.2	0.0	100.2	97.5	105.1	104.7
O=C(Nc1nc2ccccc2n1CCN1CCOCC1)c1cn(-c2ccccc2)nc1-c1ccccc1	112.9	3.3	94.5	0.0	106.0	107.9	99.4	98.8
CCc1nc2ccc(C(=O)NCCCN3CCN(c4ccc(F)cc4)CC3)cc2nc1CC	106.1	0.1	90.8	-0.1	98.5	102.9	96.8	102.8
CS(=O)(=O)N(CCC#N)Cc1ccc(/C=C2\C(=O)Nc3ccccc32)o1	92.9	3.9	94.0	0.0	100.7	94.1	101.5	98.1
CC(C)c1onc(C(=O)N2CCCCC2C)c1[N+](=O)[O-] (configuration not stated)	103.5	-7.8	114.3	0.1	95.9	98.3	98.5	103.4
Cc1[nH]c2ccccc2c1C(=O)CN1C(=O)C(=O)N(Cc2ccco2)C1=O	111.0	0.1	96.4	-0.3	101.2	108.2	109.7	103.0
O=C1CCC(=O)N1N1C(=O)C2C3c4ccccc4C(c4ccccc43)C2C1=O (configuration not stated)	91.5	1.8	106.2	1.8	96.0	94.3	94.5	97.0
CC(C)c1nnc(NC(=O)CCC(=O)N2CCN(c3ccc(Cl)cc3)CC2)s1	110.6	0.7	108.3	0.2	119.8	105.7	120.9	109.7

Other structures follow:
SMILES	MEP2 TOR yeast	AHR activator	CR mimetic SO	Efflux pump mplx	LAP4 TOR yeast	CIT2 TOR yeast	AGP1-GFP MLPCN	RPL19A TOR yeast
COc1ccc(OCC(=O)Nc2ccc3c(c2)nc(CCN2CCC(C)CC2)n3C)cc1	113.1	-3.4	93.0	-0.1	129.6	123.3	132.1	117.5
C=CCn1c(COc2ccccc2)nnc1SCC(=O)O	99.6	0.2	100.4	0.0	97.4	101.8	106.8	99.2
O=C(CN1CCN(S(=O)(=O)c2ccc(Cl)cc2)CC1)Nc1ccc(F)cc1F	101.7	-6.1	92.4	0.3	94.0	94.3	96.1	99.0
Cc1cc(=O)[nH]c(/N=C(\N)Nc2ccc(Oc3ccccc3)cc2)n1	99.5	19.6	88.9	0.0	105.8	104.4	105.7	98.7
CCN(CC)C(=O)c1ccc(C(=O)c2c(C)cc(C)cc2C)cc1	106.2	-0.5	91.6	-0.4	112.1	113.0	109.8	103.3
Cc1ccccc1N1CCN(CC(=O)Nc2nccs2)CC1	108.3	0.6	94.1	0.0	95.5	107.4	105.2	102.6
C/C(=N\N(C)C)C1=C(O)c2ccccc2C1=O	91.5	2.5	97.2	-0.1	101.3	86.2	93.9	89.5
ON1C(c2ccccc2)CC2(O)c3nonc3CCC12 (configuration not stated)	98.8	7.2	102.8	-0.1	91.6	101.7	102.7	95.8
COc1cc(OC)c2c(c1)S(=O)(=O)C(c1ccccc1)=C2N	95.2	25.9	90.8	-0.1	106.9	88.8	95.6	99.0
CN(C)CCCn1c(NCc2ccc3c(c2)OCO3)nc2ccccc21	104.6	-1.3	87.0	0.0	102.0	93.7	104.0	95.8
Cc1cccc(NC(=O)C23CCC(C)(/C(=N/O)C2)C3(C)C)c1 (configuration not stated)	97.6	4.8	94.8	-0.3	103.3	107.3	108.9	98.6
O=C1/C(=C/c2ccncc2)N=C2CCCCCN12	102.8	-1.5	99.1	-0.1	98.1	106.0	96.0	98.8
Cc1cccc(NC(=O)c2cc3c(=O)n4ccccc4nc3n(CC(C)C)c2=N)c1	104.5	0.7	101.3	0.3	108.2	100.5	106.5	100.5
CN(C)c1ccc(CN(C(=O)COc2ccc(F)cc2)C2CCS(=O)(=O)C2)cc1 (configuration not stated)	97.7	-1.0	84.5	0.1	99.9	106.7	99.8	.
COC(=O)c1scc(C)c1NC(=O)Cc1ccccc1	107.5	-3.1	103.5	-0.1	105.1	114.4	109.2	109.0
CCn1cc(CN2CCC(n3nccc3NC(=O)Cc3ccccc3)CC2)cn1	105.5	-1.3	95.9	-0.1	118.1	102.2	108.7	107.8
O=C(Cn1c(C(F)(F)F)nc2ccccc21)N1CCCC1	102.3	2.9	111.2	-0.1	97.9	105.3	99.0	100.2
CC(=O)c1ccc(NC2c3ncccc3C(=O)N2Cc2ccc(F)cc2)cc1 (configuration not stated)	103.8	-1.7	86.8	0.1	101.3	104.2	.	100.5
O=c1c(-c2ccc3c(c2)OCCO3)coc2cc(O)cc(O)c12	100.2	-2.0	96.9	0.3	110.8	73.5	80.4	90.0
CCCC(=O)Nc1ccccc1NC(=O)c1ccc(OC)cc1	101.0	4.6	117.3	-0.1	104.7	97.1	99.4	99.5
CCOc1ccc(C(=S)N2CCOCC2)cc1	90.3	2.3	94.5	0.2	89.9	95.7	93.8	93.9
C/C(=N\NC(=O)c1cc(C(C)C)[nH]n1)c1ccco1	102.3	17.9	86.1	0.1	89.7	94.1	89.5	108.7
Cc1ncc(CO)c(/C=N/Nc2cccc(Cl)n2)c1O	94.8	18.1	106.9	0.1	.	86.5	90.4	87.9
CN(Cc1ccc(Cl)cc1Cl)C(=O)CNC(=O)c1ccc2c(c1)OCO2	88.2	10.5	105.8	0.2	117.5	56.8	75.0	88.0
COc1ccc(-c2noc(C3CCCN(C(=O)c4cccs4)C3)n2)cc1 (configuration not stated)	109.8	-3.3	109.5	0.0	111.9	100.8	105.9	101.0

Next part:
SMILES	MEP2 TOR yeast	AHR activator	CR mimetic SO	Efflux pump mplx	LAP4 TOR yeast	CIT2 TOR yeast	AGP1-GFP MLPCN	RPL19A TOR yeast
Cc1cc2c(cc1S(=O)(=O)NCCc1ccc(Cl)cc1)OCC(=O)N2	94.8	-1.0	106.6	-0.1	102.9	96.0	99.7	99.1
COc1ccc(S(=O)(=O)N2CCSC2)cc1C	88.5	-1.5	90.8	-0.1	93.3	91.7	97.7	101.6
CCOc1ccc(C(=O)NCc2ccccc2)cc1Br	105.8	1.5	107.0	0.6	94.7	107.4	111.8	106.9
Cc1noc(C)c1C(=O)Nc1nc(-c2ccc([N+](=O)[O-])cc2)cs1	104.0	5.4	95.5	0.0	107.5	110.1	106.8	102.7
COc1ccc(-c2cn[nH]c2-c2ccc(OCc3ccc([N+](=O)[O-])cc3)cc2O)cc1OC	97.5	14.4	81.6	-0.1	105.8	105.2	99.4	99.9
Cc1cccc(/C=C/c2onc(C)c2S(=O)(=O)N2CCC(C(=O)NC(C)C)CC2)c1	101.2	-0.1	89.3	0.0	102.8	99.7	106.4	95.0
COc1ccc(CCNC(=O)C23CCC(C)(C(=O)C2=O)C3(C)C)cc1OC (configuration not stated)	104.6	-0.1	102.0	0.4	107.7	100.6	103.4	100.9
CCc1ccccc1NC1=CC(=O)CC(C)(C)C1	98.6	-2.2	121.9	-0.1	95.5	97.5	100.2	99.1
CCOc1ccc(CNC(=O)C2CC(=O)N(C3CCCC3)C2)cc1OC (configuration not stated)	101.7	-0.5	97.5	0.0	95.7	99.0	98.2	98.8
CC(Sc1nc(-c2ccccc2)cc(C(F)(F)F)n1)C(=O)N1CCOCC1 (configuration not stated)	144.3	4.6	104.5	0.2	92.5	100.1	25.4	68.9
CC(=O)Nc1ccc(N/C=C/C(=O)c2ccco2)cc1	104.4	2.1	90.3	-0.1	105.8	100.4	110.6	100.7
CCN(c1ccccc1)S(=O)(=O)c1ccc(NC(=O)c2ccco2)cc1	108.4	-2.1	96.6	-0.3	106.7	101.3	104.2	100.4
Cc1cc(=O)oc2cc(OC(C)C(=O)O)c(Cl)cc12 (configuration not stated)	97.3	1.2	118.6	0.0	88.6	91.0	96.7	92.0
CC(C)C[C@H](NC(=O)Nc1cccc(C(F)(F)F)c1)C(=O)O	96.7	-0.6	97.7	0.1	89.6	66.6	78.5	107.9
CCN(CC(=O)Nc1c(F)cccc1F)C(=O)Cn1c(=O)cnc2ccccc21	97.7	-0.3	117.0	0.0	105.4	96.0	105.9	98.9
O=C(NCC(=O)N1CCN(S(=O)(=O)c2ccccc2)CC1)c1ccc(Br)o1	111.6	-0.5	91.6	-0.1	113.7	107.8	117.3	109.2

Reprinted at random: 3 entries already listed, in no set order.
SMILES	MEP2 TOR yeast	AHR activator	CR mimetic SO	Efflux pump mplx	LAP4 TOR yeast	CIT2 TOR yeast	AGP1-GFP MLPCN	RPL19A TOR yeast
CC(Sc1nc(-c2ccccc2)cc(C(F)(F)F)n1)C(=O)N1CCOCC1 (configuration not stated)	144.3	4.6	104.5	0.2	92.5	100.1	25.4	68.9
CC(C)C[C@H](NC(=O)Nc1cccc(C(F)(F)F)c1)C(=O)O	96.7	-0.6	97.7	0.1	89.6	66.6	78.5	107.9
Cc1cc2c(cc1S(=O)(=O)NCCc1ccc(Cl)cc1)OCC(=O)N2	94.8	-1.0	106.6	-0.1	102.9	96.0	99.7	99.1
